Screening data deposited in PubChem by National Center for Advancing Translational Sciences (NCATS).
GLA spleen mod: qHTS Assay for Inhibitors and Activators of Human alpha-Galactosidase From Spleen Homogenate; Potency, µM (doses to about 80 µM), without a hit: top-dose activity change, negative = inhibition, usual class: inhibitors; human spleen homogenate, 4MU-alpha-Gal fluorescence, 40 min; Alpha-galactosidase A (Homo sapiens), P06280; 0.008% of 240,000 active;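 note: potency is the fitted concentration of half-maximal effect; 0% = enzyme with vehicle and -100% = no enzyme basal signal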
Target sequence (P06280 32-429 limits assumed): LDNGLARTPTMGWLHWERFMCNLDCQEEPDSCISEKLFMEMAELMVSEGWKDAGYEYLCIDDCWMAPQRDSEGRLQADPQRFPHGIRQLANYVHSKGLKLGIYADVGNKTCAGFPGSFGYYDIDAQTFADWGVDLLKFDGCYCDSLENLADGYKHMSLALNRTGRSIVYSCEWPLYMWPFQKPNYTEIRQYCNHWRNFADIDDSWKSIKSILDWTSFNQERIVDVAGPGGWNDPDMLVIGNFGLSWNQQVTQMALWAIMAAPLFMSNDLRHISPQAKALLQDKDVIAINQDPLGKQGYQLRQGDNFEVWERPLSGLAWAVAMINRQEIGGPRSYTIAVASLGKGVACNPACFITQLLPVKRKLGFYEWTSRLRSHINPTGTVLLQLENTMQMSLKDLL
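Spleen homogenate 1 ug + cpd (titration) + 4-MU-alpha-D-galactopyranoside 1 mM; 37C 40 min; 50 mM citrate/phosphate pH 5.0, 0.01% Tween-20; stop pH 10; fluorescence 365/440; AC50 via Hill.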
TRb-SRC2 inh: qHTS for Inhibitors of the Interaction of Thyroid Hormone Receptor and Steroid Receptor Coregulator 2; Thyroid hormone receptor beta (Homo sapiens), P10828; TRbeta-SRC2 peptide binding, fluorescence polarization; receptor liganded with 1 µM T3; Potency, µM (highest dose often 106 µM), for inactives: at the top dose activity change, negative = inhibition, usual class: inhibitors; 0.065% of 280,000 active; AID 1469, 2008;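 note: potency is the fitted concentration of half-maximal effect; plate controls were bound peptide for no effect and peptide without receptor for full effect; nearly all actives have a fitted effect of over 50% in size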
Target sequence (P10828 whole entry, looked up): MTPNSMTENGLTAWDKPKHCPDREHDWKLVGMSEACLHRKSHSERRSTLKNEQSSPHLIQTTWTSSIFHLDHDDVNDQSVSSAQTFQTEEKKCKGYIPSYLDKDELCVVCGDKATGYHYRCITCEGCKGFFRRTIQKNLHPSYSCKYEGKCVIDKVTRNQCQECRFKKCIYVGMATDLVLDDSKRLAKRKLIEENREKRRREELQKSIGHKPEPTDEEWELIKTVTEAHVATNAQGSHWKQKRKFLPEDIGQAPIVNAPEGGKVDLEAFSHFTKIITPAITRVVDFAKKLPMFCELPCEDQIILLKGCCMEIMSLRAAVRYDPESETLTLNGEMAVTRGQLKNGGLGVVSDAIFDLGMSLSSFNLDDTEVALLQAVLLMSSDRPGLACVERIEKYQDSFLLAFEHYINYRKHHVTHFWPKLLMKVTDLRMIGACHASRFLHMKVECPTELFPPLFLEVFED
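Fluorescence polarization of 20 nM Texas Red SRC2 peptide with 0.6 uM human TRb ligand-binding domain, in Tris buffer with 1uM T3 and 5% DMSO. Incubated 5 hr ambient; normalized to unbound and bound controls.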
Tau fluor cs: Counterscreen qHTS for Inhibitors of Tau Fibril Formation, Fluorescence Polarization; tau K18 P301L Alexa594 fluorescence, heparin fibrillization; 0.93% of 280,000 active; Potency, µM (highest dose often 57.7 µM), without a hit: at the highest dose activity change, negative = decrease; AID 1463, 2008; note: potency is the fitted concentration of half-maximal effect; % is set by controls: 0 for no effect and ±100 for the full control effect; nearly all actives have a fitted effect of over 55% in size
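Human tau K18 P301L (15 uM unlabeled, 0.24 uM Alexa 594-labeled) in 100 mM sodium acetate pH 7 with 20 uM heparin, 6 hr at 37 C. ThT 30 uM added, 1 hr ambient; Alexa 594 FP and total fluorescence read at 555/632 nm.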
Tau FP inhib: qHTS for Inhibitors of Tau Fibril Formation, Fluorescence Polarization; Microtubule-associated protein tau (Homo sapiens), P10636; K18 P301L tau heparin fibrillization, Alexa594 FP, 6 h; Potency, µM (highest dose often 57.7 µM), for the others: at the top dose activity, negative = inhibition, hits mostly inhibitors; 0.39% of 280,000 active; AID 1468, 2008; note: potency is the fitted concentration of half-maximal effect; % is set by controls: 0 for no effect and ±100 for the full control effect; nearly all actives have a fitted effect of over 55% in size
Target sequence (P10636 561-689 P618L limits assumed): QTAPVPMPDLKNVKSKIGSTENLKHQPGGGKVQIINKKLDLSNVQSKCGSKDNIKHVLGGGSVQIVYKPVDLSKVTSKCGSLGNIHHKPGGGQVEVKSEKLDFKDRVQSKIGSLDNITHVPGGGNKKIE
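FP of Alexa 594-tau after heparin (20 uM) induction. Substrate: human K18 P301L, 15 uM unlabeled, 0.24 uM labeled. Buffer 100 mM sodium acetate pH 7. 6 hr, 37 C.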
CBFb RUNX1 block: qHTS Assay for Compounds Blocking the Interaction Between CBF-beta and RUNX1 for the Treatment of Acute Myeloid Leukemia; Runt-related transcription factor 1 (Homo sapiens) + Core-binding factor subunit beta …; AlphaScreen CBFb-His/RUNX1-biotin binding, biochemical; Potency, µM (titrated, usually from 59.8 µM), without a hit: at the top dose activity, negative = inhibition, usual class: inhibitors; 230,000 tested, under 10 active; AID 1477, 2009; note: % of control where 0% means no effect
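CBFb-His/RUNX1-biotin, 30 nM each, preincubated 20 min RT; compound 15 min RT; Ni + streptavidin beads 50 ng each, 90 min RT; AlphaScreen read.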
Epigenetic derep: Quantitative High-Throughput Screen for Regulators of Epigenetic Control; AID 1865, 2009; Potency, µM (highest dose often 53.9 µM), for inactives: at the highest dose GFP activation, most hits filed as activators; murine LDR cells, GFP reporter derepression, 30 h; 0.2% of 280,000 active; note: potency is the fitted concentration of half-maximal effect; % of control where 0% means no effect; nearly all actives have a fitted effect of over 60% in size
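Readout is the number of GFP-expressing murine LDR cells, counted by cytometry following washing. Cells were treated with compound for 30 h at 37 C; the stably integrated CMV-GFP locus is normally silent.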
NPSR antag: qHTS Assay for Antagonists of the Neuropeptide S Receptor: cAMP Signal Transduction; 1% of 220,000 active; Q6W5P4; AID 1461, 2008; Potency, µM (highest dose often 38.3 µM), for inactives: at the top dose activity change, negative = inhibition, usual class: inhibitors; CHO-NPSR cells, cAMP TR-FRET, antagonist mode; note: potency is the fitted concentration of half-maximal effect; % is set by controls: 0 for no effect and ±100 for the full control effect; nearly all actives have a fitted effect of over 50% in size; many of its hits are not listed in these tables
TR SRC2 fluor cs: Total Fluorescence Counterscreen for Inhibitors of the Interaction of Thyroid Hormone Receptor and Steroid Receptor Coregulator 2 | TRb/SRC2 Texas Red total fluorescence interference | Potency, µM (doses to about 106 µM), inactives show top-dose fluorescence change, negative = quenching | 0.29% of 280,000 active; active = well fitted curve in either direction with a large enough effect; inconclusive = small, poorly fitted or top-dose-only effect; note: potency is the fitted concentration of half-maximal effect; % is set by controls: 0 for no effect and ±100 for the full control effect
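Flags fluorescent or light-absorbing compounds by total fluorescence, S + 2P, at 555 nm excitation and 632 nm emission. Mixture: 20 nM Texas Red SRC2 peptide, 0.6 uM human TRb LBD, 1 uM T3, 5% DMSO; compound exposure 5 h at ambient temperature.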
The depositor's hits bear a star; ? = inconclusive; . = not tested or not shown; [ ] = another dose, or the depositor's remark. Unless noted, calls come from the whole dose curve; as a rule, active = well fitted curve in the direction sought with a large enough effect; inconclusive = small, poorly fitted or top-dose-only effect, or another doubt; inactive = no such curve, though single readings can be large; an effect the other way counts as inactive or inconclusive. Not all compounds are listed; the hit share may differ from the screen's.

SMILES	GLA spleen mod	TRb-SRC2 inh	Tau fluor cs	Tau FP inhib	CBFb RUNX1 block	Epigenetic derep	NPSR antag	TR SRC2 fluor cs
CC(C)(C)c1ccc(N/N=C(\C#N)S(=O)(=O)C(C)(C)C)cc1	-3%	-4%	-22%	8%	-11%	4.4%	-16%	-5%
CCS(=O)(=O)N1CCc2cc(C(=O)Nc3cc(Cl)ccc3C)ccc21	.	-1%	-13%	1%	.	-4.9%	.	-2%
CC(C)c1ccc(OCc2ccc(C(=O)NN3CCN(C)CC3)o2)cc1	-9%	7%	-2%	0%	1%	-0.3%	9%	-1%
O=C(CSc1ncn(-c2ccccc2)n1)c1cccs1	11%	4%	-9%	-7%	4%	?	-7%[46.1 µM]	-2%
Cc1c2cnn(CC(=O)O)c(=O)c2c(C)n1Cc1cccc(Cl)c1	.	0%	8%	6%	.	-4.4%	.	0%
CSCc1cc(N2CCOCC2)nc(-c2ccccc2)n1	-7%	1%	-7%	-3%	0%	0.2%	-14%	-2%
CNc1ccccc1-c1nc2ccccc2n(C)c1=O	-7%	4%	-10%	4%	-18%	-1.0%	-5%[46.1 µM]	-4%
O=C(CCSCc1ccc(Cl)cc1)NCc1ccco1	3%	1%	-8%	11%	0%	-0.1%	-15%	-4%
COc1ccccc1NC(=O)N(CCN1CCOCC1)Cc1cc2cc(C)cc(C)c2[nH]c1=O	4%	-1%	-12%	-2%	0%	-5.8%	2%	-1%
C=CCSc1nnc(-c2nnc(SCC=C)n2-c2ccccc2)n1-c1ccccc1	-1%	-6%	-1%	0%	-1%	0.0%	-23%[46.1 µM]	-6%
O=C1c2ccccc2C(=O)N1CC1c2ccccc2CCN1C(=O)CN1CCOCC1 (stereo not given)	-4%	2%	1%	-4%	-4%	-1.5%	-3%	-4%
CN(C)CCCn1c(NC(=O)C2CCCCC2)nc2ccccc21	9%	-1%	1%	-4%	2%	0.9%	8%[46.1 µM]	-4%
CCOC(=O)C1=C(C)Nc2sc(C(=O)c3ccc(C)cc3)c(N)c2C1c1ccc(C(=O)OC)cc1 (stereo not given)	7%	2%	?	12%	11%	0.0%	-17%	4%
Cc1cccc2nc(CSc3nnc(N)s3)cn12	0%	-3%	-23%	-7%	-2%	-0.2%	15%	-5%
Nc1ccc(N)c(C(=O)O)c1	-2%	-18%	?	?	.	-1.1%	-18%	?
COCCCNC(=O)CNC(=S)N(Cc1ccccc1F)C1CCCCC1	2%	-3%	-6%	5%	2%	5.9%	-8%[46.1 µM]	-2%
O=C(Nc1ccc(O)cc1C(=O)O)c1cccs1	0%	-11%	6%[2.34 µM]	-2%	4%	1.1%	-6%	0%
CCOc1ccc(Cn2c3ccc(OC)cc3c3nc4ccccc4nc32)cc1	0%	-4%	-1%	0%	12%	3.4%	-4%	-1%
c1ccc2cc(OCCN3CCCC3)ccc2c1	1%	6%	2%	-2%	0%	-1.9%	-7%[46.1 µM]	-1%
Cc1ccccc1Cc1c(C)nc2c(C(=O)NCc3ccc4c(c3)OCO4)cnn2c1C	0%	7%	-7%	3%	3%	-1.5%	?	2%
CC(=O)c1cc(CN2CCN(CCC(C)C)C(CCO)C2)cs1 (stereo not given)	7%	2%	-13%	2%	16%	0.0%	47%	-1%
COc1ccc(NC(=O)CSc2nc(N)c3cc4c(nc3n2)CC(C)(C)OC4)cc1	4%	-1%	-3%	-9%	12%	0.7%	-49%	-5%
CCCC(=O)Nc1nnc(CCN2CCCCC2)s1	5%	3%	0%	8%	7%	0.2%	-1%[46.1 µM]	-1%
CCN(CC)C(=O)c1cc2c(=O)c3cc(Cl)ccc3oc2nc1C	2%	7%	20%	13%	-3%	-2.4%	1%	0%
Cc1c(C(=O)NC2CCCCC2)sc2nc3ccc(N)cc3n12	-9%	2%	-18%	8%	?	3.2%	.	2%
O=C(CSc1ccc2nnc(-c3ccccn3)n2n1)NCc1ccco1	-5%	-4%	-5%	?	-19%	0.0%	8%[46.1 µM]	-8%
CCCN1C(=O)c2[nH]nc(-c3ccccc3O)c2C1c1ccc(OCc2ccccc2)c(OC)c1 (stereo not given)	.	-2%	?	-20%	.	1.9%	.	4%
COc1cccc(OCCNC(=O)c2cccc(OC)c2)c1	-5%	-5%	-1%	5%	7%	-2.0%	-10%[46.1 µM]	-1%
O=c1c2cc(N3CCOCC3)ccc2[nH]c(=S)n1CCCN1CCCCC1	6%	6%	-7%	-1%	7%	-12%	-15%[46.1 µM]	2%
COc1cc2c(C(=O)NC3CCCCCC3)cn(C)c(=O)c2cc1OC	-3%	-4%	1%	7%	5%	-2.2%	-9%[46.1 µM]	-1%
Cc1ccn2c(C(=O)CSc3ccc(Cl)cc3)c(C)nc2c1	5%	-2%	-12%	2%	13%	-2.9%	-19%[46.1 µM]	2%
CCCCN1CNC(=S)N(c2ccc(C(=O)OCC)cc2)C1	-10%	2%	-5%	-7%	2%	0.0%	3%[46.1 µM]	-9%
NC(=O)CC(NC(=O)c1ccc(Br)cc1)c1ccc(N2CCN(c3ccc(F)cc3)CC2)c([N+](=O)[O-])c1 (stereo not given)	7%	-4%	?	0%	-16%	1.5%	-16%	-1%
CCCN1C(=O)CN(C2CCCCCC2)C(=O)C1c1ccc(OCC)c(OC)c1 (stereo not given)	.	4%	-4%	8%	.	7.5%	.	-2%
COC(=O)N1CCCc2cc(C)ccc21	2%	-8%	-3%	0%	-5%	-0.7%	11%	1%
CC(C)(C)c1ccc(C(=O)Nn2c(CCC(=O)O)ccc2-c2cccs2)cc1	-13%	-21%	-3%	3%	-13%	-3.0%	-2%[46.1 µM]	-2%
N#Cc1cccc(-n2c(-c3ccccc3)nnc2-c2ccccc2)c1C#N	0%	5%	-24%	-13%	7%	-1.1%	-20%[46.1 µM]	2%
COc1ccccc1N(C)S(=O)(=O)c1ccc(C(=O)Nc2ccc(N3CCOCC3)cc2)cc1	3%	9%	?	18%	-22%	-0.3%	-16%	-1%
Cn1c(SCc2ccc(Br)cc2)nnc1-c1ccncc1	5%	-9%	-9%	-6%	8%	1.2%	-9%[46.1 µM]	0%
CCN(Cc1ccncc1)C(=O)c1cccs1	2%	-6%	1%	-6%	1%	-4.6%	-2%[46.1 µM]	0%
CCOC(=O)CNC(=O)CNC(=O)c1ccc(OC)cc1	3%	-3%	11%	13%	1%	0.0%	4%[46.1 µM]	-5%
CCOc1ccc(NC(=O)Cn2c(=O)n(Cc3ccco3)c(=O)c3oc4ccccc4c32)cc1	.	1%	-11%	?	.	3.6%	.	-1%
Fc1ccc(-n2ncc3c(Nc4cccc(Cl)c4)ncnc32)cc1	.	4%	?	10µM*	.	-2.4%	.	0%
CCc1cc2c(=O)n(-c3ccccc3)cnc2s1	-7%	5%	5%	5%	2%	0.0%	-3%[46.1 µM]	-2%
O=C(c1cccnc1)N1CCc2ccccc21	2%	1%	-5%	3%	2%	0.0%	1%[46.1 µM]	1%

As entered above.
Value of CCOc1ccc(NC(=O)Cn2c(=O)n(Cc3ccco3)c(=O)c3oc4ccccc4c32)cc1 under Epigenetic derep: 3.6%
Value of CCc1cc2c(=O)n(-c3ccccc3)cnc2s1 under Epigenetic derep: 0.0%
Value of CCCCN1CNC(=S)N(c2ccc(C(=O)OCC)cc2)C1 under GLA spleen mod: -10%

Exported bar-delimited: part of the list above.
Structure | GLA spleen mod | TRb-SRC2 inh | Tau fluor cs | Tau FP inhib | CBFb RUNX1 block | Epigenetic derep | NPSR antag | TR SRC2 fluor cs
CC(C)(C)c1ccc(C(=O)Nn2c(CCC(=O)O)ccc2-c2cccs2)cc1 | -13% | -21% | -3% | 3% | -13% | -3.0% | -2%[46.1 µM] | -2%
N#Cc1cccc(-n2c(-c3ccccc3)nnc2-c2ccccc2)c1C#N | 0% | 5% | -24% | -13% | 7% | -1.1% | -20%[46.1 µM] | 2%

Going on with the list:
SMILES	GLA spleen mod	TRb-SRC2 inh	Tau fluor cs	Tau FP inhib	CBFb RUNX1 block	Epigenetic derep	NPSR antag	TR SRC2 fluor cs
CCSc1nnc(NC(=O)CSc2nnc(-c3c[nH]c4ccccc34)n2CC)s1	13%	-16%	-11%	3%	-2%	-0.8%	-8%[46.1 µM]	-2%
Cc1cc(C)c(C)c(S(=O)(=O)N[C@@H](C)C(=O)OCc2cc(=O)n3cc(Br)ccc3n2)c1C	-9%	-4%	-8%	5%	12%	12%	-19%	-1%
Cc1ccc(OC(=O)COc2ccccc2C)c(-n2nc3ccccc3n2)c1	-3%	-10%	-15%	-12%	27%	7.0%	?	1%
O=C(CSc1nc2[nH]ncc2c(=O)[nH]1)NCc1ccc(F)cc1	8%	-3%	4%	-3%	2%	4.0%	31%	1%
CC1c2[nH]c3ccccc3c2CCN1C(=O)Nc1ccccc1 (stereo not given)	-38%	-1%	0%	0%	1%	-2.9%	-18%	-2%
Cc1c(-c2ccccc2)oc2c(C(=O)OCC(=O)Nc3cccc(F)c3)cccc2c1=O	?	-5%	10%	6%	-4%	0.0%	-13%	-5%
COC(C[C@H]1O[C@H]1[C@H](O)COCc1ccccc1)OC	7%	-8%	23%	1%	7%	-0.2%	22%	-1%
O=C1CN(C(=O)CSc2nnnn2-c2ccc(Cl)cc2)c2ccccc2N1	-3%	-11%	-17%	3%	3%	-1.6%	-13%[46.1 µM]	1%
COCCCNc1oc(/C=C/c2cc(OC)c(OC)c(OC)c2)nc1C#N	.	6%	?	9%	.	-1.8%	.	-7%
CCOc1ccc(NC(=O)c2cccc(N3CCCS3(=O)=O)c2)cc1	.	7%	-12%	4%	.	-1.1%	.	0%
Cc1ccc(NS(=O)(=O)c2ccc(NC(=O)c3cccc(NC(=O)C(C)C)c3)cc2)cc1	3%	4%	?	?	-2%	-1.2%	-25%[46.1 µM]	-5%
